PfG6PD inh: PfG6PD (Plasmodium falciparum) enzyme inhibition | PfGluPho enzyme, NADPH resazurin-diaphorase fluorescence | inhibition, % at 20 µM | actives 0.78% (n = 350,000) | AID 504690;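 active means inhibition reaching at least a set limit at 20 µM in the primary screen, cut at about 59% in these data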;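 further: 0% = DMSO wells with substrate and 100% = DMSO wells lacking glucose-6-phosphate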
MIN6 prolif: MIN6 beta-cell proliferation induction. actives 0.29% (n = 330,000). proliferation, % at 10 µM. AID 2380. MIN6 cells proliferation, ATPlite luminescence, 48 h; cells starved in 0.2% serum; 100% = growth in 10% serum;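 active means compounds whose signal lies at least 3.5 SD above the mean of all wells on their plate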;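 further: 0% = DMSO-treated cells in low-serum medium and 100% = 10% serum control; some compounds called inactive have numbers as strong as hits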
SENP8 block-1: blocks the human protease SENP8 | purified SENP8, Z-RLRGG-aminoluciferin cleavage, luminescence | inhibition, % at 10 µM | actives 1.2% (n = 330,000) | AID 2540; in the data active means inhibition above about 50%
Target sequence (Q96LD8 whole entry, looked up): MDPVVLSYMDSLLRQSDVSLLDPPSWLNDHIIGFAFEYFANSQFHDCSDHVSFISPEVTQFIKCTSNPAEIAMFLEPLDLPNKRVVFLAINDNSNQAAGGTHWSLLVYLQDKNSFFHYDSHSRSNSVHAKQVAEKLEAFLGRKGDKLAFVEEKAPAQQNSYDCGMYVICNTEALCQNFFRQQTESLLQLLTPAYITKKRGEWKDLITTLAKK
SENP1 FRET inh: inhibitors of human SENP1 SUMO protease catalytic domain; AID 624204; inhibition, % at 10 µM; actives 0.21% (n = 360,000); Q9P0U3; recombinant SENP1 catalytic domain, CyPet-SUMO1-YPet FRET cleavage;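 active means inhibition at least 30% at 10 µM, raw YFP signal under a set limit, fluorescence ratio 0.5 to 1.5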;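 further: 0% = enzyme with DMSO and 100% = no enzyme wells; some results filed as inactive read as strong as hits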
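Controls: no-enzyme wells low, DMSO-plus-enzyme wells high control. Test system: human recombinant His6-tagged SENP1 catalytic domain enzyme. Reagent: SFCypet-SUMO1-SFYpet FRET protein substrate, 25 nM final. Doses: one dose per compound, 10 µM, 0.5% DMSO. Detection: FRET, CFP and YFP emission. Timing: 50 min reaction at room temperature.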
SENP7 inh: blocks the human protease SENP7 | Q9BQF6 | recombinant SENP7, Z-RLRGG-aminoluciferin luminescence, 40 min | inhibition, % at 5 µM | actives 1.5% (n = 330,000);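 active means inhibition above about 50% at the single test dose, limit read from the data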;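 further: plate controls were DMSO with enzyme for no effect and no enzyme buffer wells for full effect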
UBC13 inh: human UBC13 polyubiquitination inhibition | UBC13 polyubiquitin chain formation, TR-FRET | inhibition, % at 20 µM | P61088 | actives 0.47% (n = 330,000); in the data active means inhibition above about 45%, passing the limit was not always enough
SENP8 block-2: SENP8 (human) protease inhibition. Q96LD8. inhibition, % at 20 µM. AID 602440. recombinant SENP8, Nedd8 substrate fluorescence. actives 0.64% (n = 360,000); in the data active means inhibition mostly above about 40%, no sharp cut-off; inactive means mostly below about 27%
HKDC1 inhibitor: blocks human hexokinase HKDC1 activity. Q2TB90. recombinant HKDC1, G6PDH/diaphorase resazurin coupled fluorescence. inhibition, % at 20 µM. actives 0.16% (n = 340,000). AID 493160;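 active means inhibition above about 35% when tested at 20 µM, limit read from the data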;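 further: plate controls were DMSO wells with enzyme for no effect and DMSO wells lacking enzyme for full effect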
Target sequence (Q2TB90 whole entry, looked up): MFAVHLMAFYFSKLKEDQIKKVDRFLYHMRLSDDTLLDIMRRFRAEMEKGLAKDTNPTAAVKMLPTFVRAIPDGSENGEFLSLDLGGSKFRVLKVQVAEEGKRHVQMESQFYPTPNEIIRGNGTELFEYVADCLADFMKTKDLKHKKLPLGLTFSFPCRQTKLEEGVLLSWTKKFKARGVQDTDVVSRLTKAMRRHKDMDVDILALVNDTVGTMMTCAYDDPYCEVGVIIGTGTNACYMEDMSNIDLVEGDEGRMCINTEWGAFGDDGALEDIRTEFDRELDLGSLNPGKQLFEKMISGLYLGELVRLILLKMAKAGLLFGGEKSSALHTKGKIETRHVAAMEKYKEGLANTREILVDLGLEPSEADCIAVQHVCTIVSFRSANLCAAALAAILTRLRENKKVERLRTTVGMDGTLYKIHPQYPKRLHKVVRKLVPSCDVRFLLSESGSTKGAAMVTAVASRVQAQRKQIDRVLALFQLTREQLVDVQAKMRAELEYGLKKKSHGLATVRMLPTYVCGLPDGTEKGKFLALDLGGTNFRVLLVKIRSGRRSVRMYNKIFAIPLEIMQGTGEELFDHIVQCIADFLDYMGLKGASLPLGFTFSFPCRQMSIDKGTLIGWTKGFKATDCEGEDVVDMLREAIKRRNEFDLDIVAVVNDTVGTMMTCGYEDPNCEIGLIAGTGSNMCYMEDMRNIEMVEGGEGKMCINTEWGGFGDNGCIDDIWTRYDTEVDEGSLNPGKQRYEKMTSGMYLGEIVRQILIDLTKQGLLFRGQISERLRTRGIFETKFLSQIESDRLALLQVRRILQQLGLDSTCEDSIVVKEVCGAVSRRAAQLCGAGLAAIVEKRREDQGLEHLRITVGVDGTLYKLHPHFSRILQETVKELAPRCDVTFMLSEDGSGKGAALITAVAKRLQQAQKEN
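Incubation: 90 min at room temperature in dark / Material: recombinant HKDC1 (HK5) hexokinase enzyme, produced in-house / Quantity: enzyme 5 µg/mL final / Compound: one dose of 20 µM, 1% DMSO / Reagent: glucose and ATP substrates / Buffer or medium: Tris pH 8.0 buffer with MgCl2, Tween-20, BSA, BME / Technique: resorufin fluorescence at 613 nm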
SENP6 block: blocks the human protease SENP6 | Q9GZR1 | Recombinant SENP6 catalytic domain, aminoluciferin luminescence | inhibition, % at 10 µM | actives 1.8% (n = 330,000) | AID 2599;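 active means inhibition above about 50% at the single tested dose, limit read from the data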;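 further: plate controls were DMSO wells with enzyme for no effect and DMSO wells lacking enzyme for full effect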
Starred values were filed as active, the others as inactive; . = not tested or not shown.

1) COc1ccc2ccc(O)c(CN3CCN(S(=O)(=O)c4cccc(C(F)(F)F)c4)CC3)c2c1
2) O=C(Nc1nccs1)C1Cc2ccccc2CN1S(=O)(=O)c1ccc(F)cc1 (stereo not drawn)
3) CCOC(=O)C1CCN(C(=O)COC(=O)CNS(=O)(=O)c2ccc(SC)c([N+](=O)[O-])c2)CC1
4) COc1ccc(OC)c(NC(=O)CSc2nnc(Cn3c(=O)sc4ccccc43)n2C)c1
5) CCOC(=O)/C(C(N)=NCCO)=C(/O)c1ccccc1
6) COc1ccc(N(C(=O)c2snc(C(N)=O)c2N)C(C(=O)NC2CCCC2)c2ccco2)cc1 (stereo not drawn)
7) Cc1cccc(N/N=C2/COC(C)(C)CC2=O)c1
8) CCCOc1ccc(/C=C/C(=O)Nc2ccc([N+](=O)[O-])cc2C)cc1OC
screen / no.	1	2	3	4	5	6	7	8
PfG6PD inh	31.2	5.8	-8.3	27.1	-1.5	16.3	-10.0	-9.8
MIN6 prolif	-7.2	-3.6	.	-0.7	1.4	0.0	-3.5	0.3
SENP8 block-1	-17.5	-4.0	.	-0.2	3.0	3.2	-2.6	9.6
SENP1 FRET inh	-1.3	2.0	0.6	-1.3	3.3	-4.9	2.2	-1.3
SENP7 inh	-8.4	0.2	.	-7.1	7.5	2.4	-8.8	3.0
UBC13 inh	2.3	9.8	.	9.7	-7.0	81.6*	-10.3	-6.6
SENP8 block-2	10.8	7.5	28.2	6.7	9.8	-214.5	21.5	14.0
HKDC1 inhibitor	18.3	2.9	-1.6	0.8	-10.1	-1.4	-9.0	-3.5
SENP6 block	-14.8	12.1	.	-22.7	-8.1	-8.2	9.3	0.4

Entries of single compounds as entered above. Order of values: PfG6PD inh | MIN6 prolif | SENP8 block-1 | SENP1 FRET inh | SENP7 inh | UBC13 inh | SENP8 block-2 | HKDC1 inhibitor | SENP6 block
O=C(Nc1nccs1)C1Cc2ccccc2CN1S(=O)(=O)c1ccc(F)cc1 (stereo not drawn) across the screens: 5.8 | -3.6 | -4.0 | 2.0 | 0.2 | 9.8 | 7.5 | 2.9 | 12.1
COc1ccc(OC)c(NC(=O)CSc2nnc(Cn3c(=O)sc4ccccc43)n2C)c1 across the screens: 27.1 | -0.7 | -0.2 | -1.3 | -7.1 | 9.7 | 6.7 | 0.8 | -22.7

Carrying on:
9) Cc1ccc(NC(=O)Nc2ccc(F)cc2)cc1Cl
10) COc1ccccc1NS(=O)(=O)c1ccc2c(c1)n(C)c(=O)n2C
11) N#CC1(C#N)C(C(=O)C23CC4CC(CC(C4)C2)C3)C12CCOCC2 (stereo not drawn)
12) CS(=O)(=O)N(CC(=O)NC1CCCCCC1)Cc1ccccc1
13) CC(=O)c1c(C)[nH]c(C(=O)COC(=O)c2c(-c3ccccc3)noc2C)c1C
14) COC(=O)[C@@H]1C[C@@]2(O)[C@@H](O)[C@@H](O)[C@@H](O)C[C@H]2N1Cc1cc(OC)cc(OC)c1
15) O=C(C[n+]1ccccc1)N/N=C/c1cccc(Cl)c1Cl
16) O=C(CNCc1ccc(F)cc1)Nc1ccccc1-c1ccccc1
screen / no.	9	10	11	12	13	14	15	16
PfG6PD inh	-4.5	-8.6	2.4	-9.5	3.6	-5.2	11.5	14.4
MIN6 prolif	-1.7	-0.7	-1.3	0.8	-4.1	-0.7	-1.1	-3.7
SENP8 block-1	-8.6	3.8	-0.1	-9.1	2.2	2.1	-3.3	-4.8
SENP1 FRET inh	0.3	0.5	0.4	1.8	0.2	2.0	-0.4	2.6
SENP7 inh	-2.1	5.0	-4.0	13.9	1.4	-2.2	8.9	6.4
UBC13 inh	-0.5	5.8	2.9	-6.0	0.3	-2.0	-6.1	-0.4
SENP8 block-2	6.0	4.7	2.5	20.2	4.9	7.6	24.9	3.9
HKDC1 inhibitor	8.3	0.5	-2.3	-2.1	-2.3	-0.5	-8.6	8.3
SENP6 block	-6.1	7.7	-16.8	-9.4	11.2	2.6	-7.6	-13.1

17) Nc1ccc2c(c1)C(=O)C(=O)c1ccccc1-2
18) CCCC(=O)Nc1ccc(-c2cn3cccnc3n2)cc1
19) C=CCNC(=O)c1ccccc1NC(=O)c1ccc(Cl)c(S(=O)(=O)Nc2cc(C)ccc2C)c1
20) Cc1nnc(SCC(=O)NC(=O)NC(C)(C)C)n1N
21) Cc1cc(=O)oc(C)c1C(=O)NCCCN1C(C)CCCC1C (stereo not drawn)
22) Cc1cccc(NC(=O)/C(C#N)=C/c2ccccc2O)n1
23) C[C@H](NC(=O)c1ccccc1F)C(=O)N1CCC2(CC1)NCCc1[nH]cnc12
24) NC(=O)c1c(NC(=O)CN2CCCC2)sc2c1CCCC2
screen / no.	17	18	19	20	21	22	23	24
PfG6PD inh	108.0*	-10.1	-6.0	-4.2	6.1	1.7	0.6	10.0
MIN6 prolif	-4.1	0.0	-4.4	-1.8	1.6	-3.7	-0.5	-2.3
SENP8 block-1	97.2*	7.5	-8.8	4.4	-4.9	25.4	-9.7	3.4
SENP1 FRET inh	4.5	-8.0	-0.1	1.5	-51.6	-83.1	2.0	1.2
SENP7 inh	98.1*	8.3	2.0	8.7	0.2	-5.4	-3.0	2.3
UBC13 inh	-359.4	10.1	0.3	-3.2	8.6	-7.8	5.7	-2.1
SENP8 block-2	141.9*	-279.3	-7.1	19.5	9.0	-84.3	9.2	6.3
HKDC1 inhibitor	1.7	1.0	-1.0	-1.0	-11.1	-5.7	-0.3	6.3
SENP6 block	88.7*	-5.5	-23.7	9.3	-14.2	24.7	9.2	-4.4

25) Cc1cc(C)c(S(=O)(=O)NCc2ccc3c(c2)OCO3)cc1C
26) COc1ccc(/C=C/C(=O)NCCCN2CCCC2)cc1
27) CC(=O)Nc1ccc(Nc2nc(Cl)nc(Nc3ccc(NC(C)=O)cc3)n2)cc1
28) COc1ccc(-c2noc(CN(C)C(=O)Nc3ccccc3)n2)cc1
29) FC(F)c1nnc2c(Cl)cc(C(F)(F)F)cn12
30) O=C(O)/C=C/C(=O)Nc1ccccc1SC(F)(F)F
31) COC(=O)c1ccc(COC(=O)CNC(=O)c2ccco2)cc1
32) O=C(NCc1ccccc1)C1CCCC1
screen / no.	25	26	27	28	29	30	31	32
PfG6PD inh	22.0	5.6	1.8	1.2	-1.1	-13.0	-0.8	.
MIN6 prolif	-1.5	2.5	-4.6	1.9	-0.3	0.0	-4.8	0.6
SENP8 block-1	11.0	-1.8	-7.3	-2.1	-4.5	-10.8	-4.0	-13.9
SENP1 FRET inh	-0.3	-3.2	0.7	0.5	0.7	1.6	1.2	.
SENP7 inh	6.1	-4.3	-6.7	0.2	6.4	-1.6	3.7	-14.0
UBC13 inh	2.9	9.2	-16.0	6.9	4.3	-9.7	0.7	-17.1
SENP8 block-2	3.1	11.9	20.7	8.6	-4.5	10.7	3.1	.
HKDC1 inhibitor	-5.1	-2.4	-3.9	-4.4	-9.8	10.7	1.4	.
SENP6 block	-4.6	-5.2	-6.0	-12.2	-9.4	-12.6	-7.9	-4.6

33) Cn1c(=O)oc2cc(S(=O)(=O)NCCC(=O)N3CCc4ccccc4C3)ccc21
34) Cc1ccc(C(=O)Nc2ccc(C)c(S(=O)(=O)N(C)C)c2)s1
35) O=C(c1ccc(Oc2ccc(C(F)(F)F)cn2)cc1)N1CCN(c2ccccc2)CC1
36) CCOC(=O)c1c(C)n2c3c(cc(C)cc13)CCC2
37) CC(=O)NN1C(=O)c2ccccc2NC1c1ccccc1 (stereo not drawn)
38) COCC(C)NCc1cccc(OC)c1OC (stereo not drawn)
39) CN(CCc1ccccn1)C1CCCN(S(=O)(=O)c2ccccc2)C1 (stereo not drawn)
40) Cc1ccc(NC(=O)Nc2ccon2)cc1Cl
screen / no.	33	34	35	36	37	38	39	40
PfG6PD inh	-8.8	-4.9	-2.9	20.5	-0.3	-13.9	-3.3	30.4
MIN6 prolif	-2.4	0.0	-3.0	1.2	0.9	1.3	-1.4	-4.2
SENP8 block-1	5.2	1.0	-5.6	-1.9	-13.4	-8.8	-0.6	1.5
SENP1 FRET inh	-0.3	-1.5	0.4	2.6	-7.4	4.8	-8.2	2.5
SENP7 inh	1.9	-1.8	-2.9	-9.4	-0.4	-0.6	10.1	35.8
UBC13 inh	-0.8	1.7	-10.0	-0.2	10.3	-8.4	8.3	8.3
SENP8 block-2	13.7	-2.0	6.5	12.4	-250.2	7.5	-11.7	0.5
HKDC1 inhibitor	-7.6	-0.9	-3.0	-2.9	-0.9	-0.3	5.1	-2.5
SENP6 block	3.5	13.0	5.6	-0.6	4.9	-19.5	4.6	35.5

An excerpt from above in order of their number in HKDC1 inhibitor, low to high:
entry | compound | PfG6PD inh | SENP8 block-1 | SENP1 FRET inh | SENP7 inh | UBC13 inh | HKDC1 inhibitor | SENP6 block
36 | CCOC(=O)c1c(C)n2c3c(cc(C)cc13)CCC2 | 20.5 | -1.9 | 2.6 | -9.4 | -0.2 | -2.9 | -0.6
40 | Cc1ccc(NC(=O)Nc2ccon2)cc1Cl | 30.4 | 1.5 | 2.5 | 35.8 | 8.3 | -2.5 | 35.5
39 | CN(CCc1ccccn1)C1CCCN(S(=O)(=O)c2ccccc2)C1 (stereo not drawn) | -3.3 | -0.6 | -8.2 | 10.1 | 8.3 | 5.1 | 4.6

(more compounds)
41) COc1ccccc1Nc1nc(N)nc(CN2CC(C)CC(C)C2)n1 (stereo not drawn)
42) O=C(NCCC1=CCCCC1)c1ccc([N+](=O)[O-])cc1
43) CC(C)CC(=O)N1CCN(Cc2ccccc2Br)CC1
44) CCNC(=S)N/N=C/c1ccc(-c2ccccc2)o1
45) CCc1nnc(NC(=O)c2ccc(COc3ccccc3C)o2)s1
46) COCOc1ccc(-c2oc3c(C/C=C(\C)CCC=C(C)C)ccc(O)c3c(=O)c2OCOC)c(OCOC)c1
47) COc1ccc(CNC(=O)COC(=O)[C@H](Cc2c[nH]c3ccccc23)NC(=O)c2cccs2)cc1
48) COc1ccc(-c2ccc(-c3noc(-c4ccccc4OC)n3)c(OC)n2)cc1
49) COc1cc(C2SCC(=O)N2CCN2CCCCC2)ccc1O (stereo not drawn)
screen / no.	41	42	43	44	45	46	47	48	49
PfG6PD inh	-12.5	-8.2	12.2	5.9	-7.7	7.3	1.1	11.3	10.1
MIN6 prolif	0.3	0.0	-0.6	0.0	0.0	-4.0	0.0	-1.9	0.3
SENP8 block-1	-0.7	-10.2	2.5	-8.4	9.0	-8.6	1.4	-6.4	-4.0
SENP1 FRET inh	-0.3	2.2	1.3	-2.3	-0.8	3.0	1.6	6.2	1.7
SENP7 inh	7.8	-3.3	-2.3	2.5	8.9	6.1	0.3	-11.4	-1.4
UBC13 inh	-3.2	-0.1	1.7	0.6	1.4	-19.9	14.8	14.1	2.6
SENP8 block-2	20.2	32.2	4.0	-268.2	4.6	-228.5	11.2	-469.2	-4.9
HKDC1 inhibitor	-4.2	2.6	-6.8	-8.6	-7.2	-3.8	-8.8	-3.3	-8.7
SENP6 block	-14.3	-6.3	-12.9	6.8	0.7	4.5	-1.5	-8.2	-9.3

Values in list order from above.
Compounds 41 to 49 in HKDC1 inhibitor: -4.2, 2.6, -6.8, -8.6, -7.2, -3.8, -8.8, -3.3, -8.7
Compounds 41 to 49 in MIN6 prolif: 0.3, 0.0, -0.6, 0.0, 0.0, -4.0, 0.0, -1.9, 0.3
Compounds 41 to 49 in SENP8 block-2: 20.2, 32.2, 4.0, -268.2, 4.6, -228.5, 11.2, -469.2, -4.9

Screening results deposited in PubChem BioAssay by Sanford-Burnham Center for Chemical Genomics.
